# RGS4-Gao reg: human RGS4-Galphao interaction regulation; P09471; Multiplexed bead flow cytometry, RGS4-Galphao binding; actives lie on both sides; binding response (% of control), % at 10 µM; 220,000 tested, 0.33% active; in the data active means binding response below about 49% or above about 150%; inactive means in between;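 further: fluorescent Galphao activated with aluminum fluoride binding bead-coupled RGS4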
# Target sequence (P09471 whole entry, looked up): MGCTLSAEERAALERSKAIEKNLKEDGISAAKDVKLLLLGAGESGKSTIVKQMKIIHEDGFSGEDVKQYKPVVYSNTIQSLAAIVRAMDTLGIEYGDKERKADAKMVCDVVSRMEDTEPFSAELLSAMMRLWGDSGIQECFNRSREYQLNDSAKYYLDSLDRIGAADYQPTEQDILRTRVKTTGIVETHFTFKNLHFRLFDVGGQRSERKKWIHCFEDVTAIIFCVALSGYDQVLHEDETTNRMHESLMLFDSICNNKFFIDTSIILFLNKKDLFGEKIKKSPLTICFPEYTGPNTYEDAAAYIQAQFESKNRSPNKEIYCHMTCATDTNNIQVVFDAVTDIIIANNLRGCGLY
# Bim-Mcl-1: human Bim-Mcl-1 interaction inhibition. Bead-based flow cytometry, Bim peptide-Mcl-1 binding. inhibition, % at 10 µM. 190,000 tested, 0.1% active; in the data active means inhibition above about 40%;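 further: 0% = no compound tracer wells and 100% = peptide blocker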
# Target sequence (Q07820 whole entry, looked up): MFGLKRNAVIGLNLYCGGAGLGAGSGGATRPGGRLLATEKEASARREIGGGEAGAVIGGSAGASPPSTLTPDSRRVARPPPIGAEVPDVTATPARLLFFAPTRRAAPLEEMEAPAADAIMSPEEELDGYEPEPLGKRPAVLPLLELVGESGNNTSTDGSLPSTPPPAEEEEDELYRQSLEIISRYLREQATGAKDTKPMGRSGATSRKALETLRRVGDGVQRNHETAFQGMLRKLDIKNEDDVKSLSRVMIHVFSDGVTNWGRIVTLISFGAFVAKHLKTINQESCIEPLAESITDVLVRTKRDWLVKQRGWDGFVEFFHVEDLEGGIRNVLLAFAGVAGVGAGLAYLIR
# RGS7-Gao: modulates binding of RGS7 to human Galphao; AID 1439; P09471; binding response (% of control), % at 10 µM; Multiplexed bead flow cytometry; actives lie on both sides; 220,000 tested, 0.35% active; in the data active means binding response below about 49% or above about 150%; inconclusive means no clear call, values can overlap the other calls; inactive means in between;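 further: fluorescent Galphao held in activated GDP-AlF4 state binding bead-coupled RGS7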
# Pf gametocyte: P. falciparum stage V gametocyte viability inhibition. P. falciparum stage V gametocytes, ATP luminescence, 24 h. inhibition, % at 10.9 µM. 150,000 tested, 0.065% active;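 active means inhibition above the mean plus 3 SD of compounds within the control limits, set per campaign, cut at about 38% in these data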;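 further: 0% = DMSO wells and 100% = medium only without gametocytes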
# Mcl1 Noxa PPI: Mcl-1/Noxa interaction inhibition | Q07820 | 220,000 tested, 1.5% active | TR-FRET Mcl-1/Noxa peptide binding, 2 h | inhibition, % at 21.7 µM;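 active means compounds that cut the protein-peptide binding signal by more than 50% relative to plate controls in a single-dose test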;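 further: His-tagged Mcl-1 with rhodamine Noxa BH3 peptide and terbium anti-His antibody; 0% = Mcl-1 plus Noxa peptide wells and 100% = peptide-only wells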
# GSH bead fluor: compound fluoresces at 488/530 nm on GSH beads | GSH beads flow cytometry, compound fluorescence 488/530 nm; stronger effect = higher value | fluorescence (KMESF) at 10 µM | 190,000 tested, 0.25% active | AID 1776; in the data active means fluorescence above about 89;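 further: glutathione beads carrying GST-tagged Bcl family fusion proteins plus one bare bead set; values are compound well signal with DMSO vehicle wells as background; inactives centre near 16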
# ABCB1 block: human ABCB1 inhibition, ABCG2 as counter-screen. inhibition, % at 6.6 µM. P08183. CCRF-Adr cells, JC-1 efflux, flow cytometry. 190,000 tested, 0.067% active; in the data active means inhibition above about 40%;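 further: 0% = vehicle and 100% = reference inhibitor; higher value means more JC-1 retained so stronger ABCB1 efflux block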
# ABCG2 block: blocks JC-1 efflux by human ABCG2 transporter | inhibition, % at 6.6 µM | IgMXP3 cells, flow cytometry | Q9UNQ0 | 190,000 tested, 0.1% active;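 active means inhibition above 80%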;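 further: 0% = DMSO and 100% = nicardipine control wells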
#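 Measure – % inhibition of efflux relative to nicardipine and DMSO · Test system – ABCG2 IgMXP3 and barcoded ABCB1 CCRF-Adr cell mix · Control set – nicardipine as high control, DMSO as low control · Compound – one concentration, 6.6 µM final · Signal – flow cytometry of retained JC-1 fluorescence · Timing – 10 min exposure at 25 °C with rotation, no wash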
# Mcl1-Bid inh: disrupts binding of human Mcl-1 to Bid peptide | Q07820 | TR-FRET Mcl-1/Bid-Dy647 peptide binding, 1536-well | inhibition, % at 21.7 µM | 220,000 tested, 0.97% active | AID 1021;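 active means compounds that cut the binding signal by more than half at the single screening dose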;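 further: His-tagged Mcl-1 with europium anti-His antibody binding Bid BH3 peptide; 0% = Mcl-1 plus peptide wells and 100% = peptide-only wells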
# RGS8-Gao: human RGS8-Galphao interaction regulation; multiplexed bead flow cytometry, RGS8-Galphao binding; actives lie on both sides; 220,000 tested, 0.34% active; P09471; response (percent of control binding), % at 10 µM; in the data active means response below about 60% or above about 140%; inactive means in between;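 further: Galphao activated as the GDP aluminium fluoride complex binding bead-coupled RGS8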
# Avidin fluor: compound fluoresces at 488/530 nm on avidin beads. compound fluorescence 488/530 nm, flow cytometry; stronger effect = higher value. AID 1775. 220,000 tested, 0.38% active. fluorescence (KMESF) at 10 µM; in the data active means fluorescence above about 47; further: inactives centre near 10
# Starred values were filed as active, the others as inactive; ? = inconclusive; . = not tested or not shown.
SMILES,RGS4-Gao reg,Bim-Mcl-1,RGS7-Gao,Pf gametocyte,Mcl1 Noxa PPI,GSH bead fluor,ABCB1 block,ABCG2 block,Mcl1-Bid inh,RGS8-Gao,Avidin fluor
OCC(C#CCN1CCCCC1)NCc1ccccc1 (centres undefined),96,-2,100,.,-3,12,0.5,1,-50,100,25
O=C(CCc1nnc(COc2ccccc2)o1)NC1(c2ccccc2)CC1,97,-3,99,10,2,54,0.1,0,-8,101,8
COc1ccc(C2CC(c3ccccc3)=NN2C(=O)COC(=O)COc2ccccc2)cc1 (centres undefined),107,0,104,-1,-3,11,0.8,0,-2,102,12
Cc1ccc(C(=O)NC(=S)NCC2CCCO2)cc1[N+](=O)[O-] (centres undefined),100,-1,104,-14,-2,14,0.6,16,-17,101,11
CC(C)=CC(=O)Nc1nnc(-c2cccnc2)s1,105,2,107,.,6,13,0.2,3,-22,102,8
Cc1sc2ncnc(N=Nc3c(O)[nH]c4ccccc34)c2c1C,100,0,95,.,46,16,-0.3,-2,19,99,11
Cc1c(NC(=S)NC(=O)c2ccco2)cccc1-c1nc2ncccc2o1,101,0,?,0,22,10,1.0,6,13,97,11
CCOc1ccccc1NC(=O)Cn1c(-c2ccc(Cl)cc2)noc1=O,98,.,?,7,5,.,.,.,-13,102,10
CCSc1nnc(NC(=O)C2CCCCC2C(=O)O)s1 (centres undefined),104,-2,100,17,5,6,-0.1,0,-8,100,2
COC(=O)c1ccc(CN2C(=O)NC(CC(C)C)C2=O)cc1 (centres undefined),102,-3,102,4,13,15,1.6,8,44,100,8
C=CC[N+](C)(C)CCCNC(=O)/C=N/O,93,-4,93,3,23,4,2.0,21,23,102,14
COc1cc(S(=O)(=O)N2CCCC2)c(C)cc1C,96,0,91,3,0,20,0.2,2,-14,99,9
COC(=O)COn1c(-n2nc(C)cc2C)nc2ccccc2c1=O,104,-4,105,0,16,10,0.0,1,9,104,11
CCC1OC2(C)OC(=N)C1(C#N)C(C#N)(C#N)C2c1ccccc1 (centres undefined),100,-1,99,31,18,13,0.4,0,-33,92,6
CC(C)=CCN1CCN(Cc2cccn2-c2ccccn2)CC1CCO (centres undefined),102,-4,?,9,9,12,-1.0,-3,-52,100,8
O=C(NC1CCCCCC1)C(=S)N1CCOCC1,99,-6,?,-4,9,16,0.5,3,-53,94,8
Cc1n[nH]c(C)c1SCC(=O)Nc1ccc(F)cc1,101,0,100,.,-7,25,0.4,1,-1,103,31
Cc1ccc(/C=C/C(=O)Nc2cc(S(N)(=O)=O)ccc2O)cc1,88,0,?,-20,18,11,0.0,0,-41,83,10
O=C(O)CCCCCN1C(=O)/C(=C\c2ccncc2)SC1=S,102,-3,100,-22,0,7,-0.2,2,-42,122,11
COc1ccc(S(=O)(=O)NCCc2ccccc2)cc1,108,-3,107,16,-9,11,0.4,1,-25,102,21
O=C1Nc2ncccc2OC1CCO (centres undefined),101,-3,100,.,8,10,0.6,0,-10,100,10
O=C(Nc1cccc(O)c1)c1noc2c1CCCCC2,.,0,.,7,18,32,-0.2,1,0,.,.
Cc1ccc(S(=O)(=O)/N=C(/c2ccccc2)N2CCOCC2)c(C)c1,101,1,?,-5,15,15,0.1,0,-12,102,9
COc1ccc(C(=O)n2c(-c3ccco3)nc3ccccc32)cc1,96,0,94,.,12,11,1.5,11,7,98,22
Cc1cc(C)c2c(N)c(C(=O)c3ccccc3Cl)sc2n1,82,.,?,-30,10,.,.,.,4,89,5

# The list goes on; it opens with the 2 that closed the last part.
SMILES,RGS4-Gao reg,Bim-Mcl-1,RGS7-Gao,Pf gametocyte,Mcl1 Noxa PPI,GSH bead fluor,ABCB1 block,ABCG2 block,Mcl1-Bid inh,RGS8-Gao,Avidin fluor
COc1ccc(C(=O)n2c(-c3ccco3)nc3ccccc32)cc1,96,0,94,.,12,11,1.5,11,7,98,22
Cc1cc(C)c2c(N)c(C(=O)c3ccccc3Cl)sc2n1,82,.,?,-30,10,.,.,.,4,89,5
COc1ccc2oc(=O)c(-c3csc(Nc4ccc(O)cc4)n3)cc2c1,103,0,101,-14,73*,8,0.3,-1,40,101,5
O=C(CN1CCC(O)(c2ccc3c(c2)OCO3)CC1)N1CCOCC1,102,3,106,.,-21,8,-0.4,-1,-38,103,12
CCCNS(=O)(=O)c1ccc(NC(=O)Cc2cccs2)cc1,102,-3,100,-30,13,15,0.0,2,-10,102,22
CC(=O)c1ccc(NC(=S)NNC(=O)c2ccncc2)cc1,103,-6,102,-2,17,11,-0.4,7,92*,102,11
Cc1nn(-c2ccccc2)c(=O)c2ccccc12,110,0,108,8,5,11,0.1,3,-4,107,24
N#CCCn1ncn(-c2ccccc2)c1=S,103,-2,104,.,1,33,0.6,4,-36,104,6
O=[N+]([O-])c1ccc(N/N=C/c2c[nH]c3ccccc23)cc1,96,0,98,.,.,48,6.9,14,-53,93,9
O=C(NC1CCCc2ccccc21)c1ccccc1Cl (centres undefined),99,2,102,.,-2,13,0.8,5,2,100,10
COc1cccc(-n2nc(C(=O)N3CCN(Cc4ccccc4)CC3)c3ccccc3c2=O)c1,98,1,99,-15,-9,14,2.3,6,-8,92,5
Cc1ccc(NC(=O)COC(=O)[C@H](C)NC(=O)c2ccccc2)cc1S(=O)(=O)N1CCOCC1,94,.,?,12,7,.,.,.,-28,100,11
CC(=O)N1CCN(c2ccc(N=Cc3c(O)n(Cc4ccccc4)c(=O)[nH]c3=O)cc2)CC1,110,-1,107,.,40,54,0.2,15,-28,107,7
C/C(=N\NC(=O)c1c(Br)c(C)nn1C)c1cccc(NC(=O)c2ccccc2F)c1,100,-3,100,.,-13,10,1.7,10,-1,100,5
COc1ccc(NC(=S)NCc2ccco2)c(OC)c1,103,-3,99,.,2,7,0.6,3,-79,99,12
CC(C)NC(=O)C(=O)NCc1ccccn1,97,.,?,3,4,.,.,.,-19,99,6
CC1=CC(=O)C=C(C)C1=NOc1ccccc1[N+](=O)[O-],102,-6,101,-6,15,9,0.2,3,13,100,4
Cc1nc(CNS(=O)(=O)c2cccs2)cs1,109,-2,105,8,10,11,0.2,1,-10,109,27
O=C(Nc1ccc(-c2ccccc2)cc1)c1ccco1,104,-3,109,11,-5,20,-0.6,0,-9,104,9
CCN(C(=O)COC(=O)/C=C/c1cnc2ccccc2n1)c1ccccc1,72,0,92,8,-3,16,0.9,5,-10,86,8
COCCNC(=S)NC(=O)CC12CC3CC(CC(C3)C1)C2,121,0,116,12,3,23,0.8,2,-12,120,9
CC1(C)CC(=O)C(C=NCC2CCN(C(=O)Cc3ccccc3)CC2)=C(O)C1,99,-2,95,6,3,19,-0.3,-1,-16,101,8
CN(C)C(=S)Nc1ccc(S(=O)(=O)N2CCCCC2)cc1,95,.,?,17,-5,.,.,.,-11,101,11
O=C(NCc1ccccc1Cl)c1cnccc1C(F)(F)F,98,.,?,-14,4,.,.,.,-8,100,6
Cn1cccc1-c1nc2ccc(NC(=O)c3ccc([N+](=O)[O-])cc3)cc2[nH]1,102,-1,105,-16,3,34,-0.5,53,-11,103,24
COC(=O)c1sc(S(=O)(=O)NCCCN(C)C)c(C(=O)OC)c1C,107,2,117,6,6,17,0.0,1,-27,110,3
CN(c1ccccc1)S(=O)(=O)c1ccc(C(=O)NCc2ccccn2)cc1,100,0,?,2,6,14,-0.1,3,-23,100,9
# New compounds follow:
SMILES,RGS4-Gao reg,Bim-Mcl-1,RGS7-Gao,Pf gametocyte,Mcl1 Noxa PPI,GSH bead fluor,ABCB1 block,ABCG2 block,Mcl1-Bid inh,RGS8-Gao,Avidin fluor
Cc1ccc(OCCOCCOc2ccc(Br)cc2/C=N\NC(=O)c2ccncc2)cc1,101,-4,101,-7,12,16,5.3,12,-7,102,20
O=C(CCN1CCN(C/C=C/c2ccccc2)CC1)Nc1cccc(F)c1,100,0,101,-22,-10,12,0.3,0,-14,104,25
Cc1cccc(OCc2n[nH]c(=S)n2C2CCCCC2)c1,93,7,101,18,42,19,-1.8,-3,-1,83,12
Cc1ccc2cc(CN(CCO)Cc3nnnn3Cc3ccc(F)cc3)c(=O)[nH]c2c1,92,0,93,.,-21,30,-0.1,1,3,99,7
O=C(CC(SCc1ccco1)c1ccc(O)cc1)c1cccs1 (centres undefined),98,-2,98,30,-6,25,0.2,2,-22,101,10
CCC1CCCCN1C(=O)CSc1nnc(-c2ccco2)o1 (centres undefined),97,-3,99,.,25,28,0.6,11,-17,100,37
CCC1CN(C)C2Cc3c([nH]c4ccccc34)C(=O)CC1C2C(=O)OC (centres undefined),99,.,?,.,-1,.,.,.,-25,103,7
Cc1cc(/C=N/n2cnnc2)c(C)n1-c1ccc(Cl)cc1,100,0,98,.,13,6,0.2,2,-60,96,1
CS(=O)(=O)N(CC(=O)Nc1cccnc1)c1ccc2c(c1)OCCO2,109,1,101,-13,.,35,-0.2,2,-38,109,9
Cc1ccc(NC2=NCC(=O)N2Cc2ccc3c(c2)OCO3)c(C)c1,104,3,106,0,26,42,0.9,2,-1,103,21
COc1ccc(-c2cc3nc4c(c(=O)n3[nH]2)CCC4)cc1,89,1,96,4,25,12,0.1,1,-81,97,26
O=C(c1ccc(S(=O)(=O)N2CCC(c3nc4ccccc4[nH]3)CC2)cc1)N1CCOCC1,93,4,99,.,-19,13,0.5,3,-35,95,6
COc1ccccc1NC(=O)C1=C(C)Nc2nc(CCCO)nn2C1c1cccnc1 (centres undefined),100,-2,99,.,-3,17,0.3,2,-16,101,41
Cc1cc(C)n(-c2cc(N3CCOCC3)nc(-c3ccccc3)n2)n1,97,1,100,-5,-6,31,0.5,1,3,100,18
Cc1ccc(NC(=O)CSC2=Nc3ccccc3C3CC=NN23)c(C)c1 (centres undefined),92,4,91,-9,17,11,1.5,18,-27,88,5
O=C(CCCN1C(=O)/C(=C/c2cccs2)SC1=S)Nc1cccnc1,96,-1,96,13,43,61,1.3,4,-5,101,28
Cc1cc(S(=O)(=O)Nc2cc(C)c(O)c(C)c2)c(C)s1,.,-2,.,11,-1,30,0.0,0,-5,.,.
O=C(NC1CCN(Cc2ccccc2)CC1)c1ccc(N2CC3CC(C2)c2cccc(=O)n2C3)c([N+](=O)[O-])c1 (centres undefined),103,0,103,3,-6,15,0.0,0,-11,102,13
O=C(NC1CCCCC1)N1CCc2ccccc2C1,100,-1,101,13,3,8,-0.4,3,-3,104,14
COc1cccc(OC)c1OCCOc1ccccc1OC(C)C,96,-8,95,-15,1,23,1.4,22,-12,100,12
CC(=O)NCC(=O)N1CCCC(C(=O)c2ccc3c4c(cccc24)CC3)C1 (centres undefined),104,-2,139,-11,-6,18,-2.6,-5,-20,100,80*
Cc1nc2c(C(=O)N3CCOCC3)cnn2c(C)c1Cc1cccc(Cl)c1,103,-3,101,.,3,23,0.3,-2,4,99,27
COCC(=O)N1CCN(c2nc3ccccc3o2)CC1,96,-1,97,-19,-37,13,-0.9,5,-7,97,8

# Screens (PubChem BioAssay)
